High-throughput results from PubChem.
RGS4-Gao reg: human RGS4-Galphao interaction regulation | Multiplexed bead flow cytometry, RGS4-Galphao binding; actives lie on both sides | P09471 | AID 1415 | binding response (% of control), % at 10 µM | actives 0.33% (n = 220,000); in the data active = binding response below about 49% or above about 150%; inactive = in between;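 also: fluorescent Galphao activated with aluminum fluoride binding bead-coupled RGS4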
Bim-Bfl-1: inhibitors of Bim-Bfl-1 interaction, human | Q16548 | Bead-based flow cytometry, Bim-Bfl-1 binding inhibition | inhibition, % at 10 µM | actives 0.12% (n = 190,000) | AID 1008;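 also: 0% = wells without compound plus tracer and 100% = blocker peptide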
Avidin fluor: compound fluoresces at 488/530 nm on avidin beads | compound fluorescence 488/530 nm, flow cytometry; stronger effect = higher value | fluorescence (KMESF) at 10 µM | actives 0.38% (n = 220,000); in the data active = fluorescence above about 47; also: inactives centre near 10
Bim-Bcl-2: inhibitors of Bim-Bcl-2 interaction, human. P10415. Bead-based flow cytometry, Bim peptide-Bcl-2 binding. inhibition, % at 10 µM. actives 0.06% (n = 190,000). AID 950; in the data active = inhibition above about 40%; inconclusive = no clear call, values can overlap the other calls;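 also: 0% = no compound wells with probe peptide and 100% = reference peptide inhibitor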
RGS7-Gao reg: human RGS7-Galphao interaction regulation; P09471; Multiplexed bead flow cytometry, RGS7-Galphao binding; actives lie on both sides; binding response (% of control), % at 10 µM; actives 0.35% (n = 220,000); in the data active = binding response below about 49% or above about 150%; inconclusive = no clear call, values can overlap the other calls; inactive = in between;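 also: fluorescent Galphao held in activated GDP-AlF4 state binding bead-coupled RGS7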
Bim-Bcl-B: inhibitors of Bim-Bcl-B interaction, human; bead-based flow cytometry, Bim peptide-Bcl-B binding; inhibition, % at 10 µM; actives 0.073% (n = 190,000); AID 951;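 also: 0% = tracer peptide without compound and 100% = reference inhibitor peptide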
GSH bead fluor: compound fluoresces at 488/530 nm on GSH beads | fluorescence (KMESF) at 10 µM | GSH beads flow cytometry, compound fluorescence 488/530 nm; stronger effect = higher value | actives 0.25% (n = 190,000); in the data active = fluorescence above about 89;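 also: glutathione beads carrying GST-tagged Bcl family fusion proteins plus one bare bead set; values are compound well signal with DMSO vehicle wells as background; inactives centre near 16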
ABCG2 inh: human ABCG2 inhibition, ABCB1 as counter-screen; Q9UNQ0; actives 0.1% (n = 190,000); inhibition, % at 6.6 µM; IgMXP3 cells, JC-1 efflux, flow cytometry; AID 1325;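 active = inhibition above 80%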;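 also: 0% = DMSO and 100% = nicardipine control wells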
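Test system: ABCG2 IgMXP3 and barcoded ABCB1 CCRF-Adr cell mix; Schedule: cells with compound and JC-1, 10 min at 25 °C, rotating, no wash; Technique: flow cytometry of retained JC-1 fluorescence; Measure: % inhibition of efflux relative to nicardipine and DMSO; Controls: nicardipine high and DMSO low controls.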
Bcl-XL Bim block: inhibitors of Bim-Bcl-XL interaction, human; inhibition, % at 10 µM; Bim peptide-Bcl-XL binding, bead flow cytometry, fluorescence; Q07817; actives 0.04% (n = 190,000)
ABCB1 inh: inhibitors of human ABCB1 transporter, ABCG2 counter-screen | CCRF-Adr cells, JC-1 efflux, flow cytometry | inhibition, % at 6.6 µM | actives 0.067% (n = 190,000) | AID 1326 | P08183; in the data active = inhibition above about 40%;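 also: 0% = vehicle and 100% = reference inhibitor; higher value means more JC-1 retained so stronger ABCB1 efflux block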
Target sequence (P08183 whole entry, looked up): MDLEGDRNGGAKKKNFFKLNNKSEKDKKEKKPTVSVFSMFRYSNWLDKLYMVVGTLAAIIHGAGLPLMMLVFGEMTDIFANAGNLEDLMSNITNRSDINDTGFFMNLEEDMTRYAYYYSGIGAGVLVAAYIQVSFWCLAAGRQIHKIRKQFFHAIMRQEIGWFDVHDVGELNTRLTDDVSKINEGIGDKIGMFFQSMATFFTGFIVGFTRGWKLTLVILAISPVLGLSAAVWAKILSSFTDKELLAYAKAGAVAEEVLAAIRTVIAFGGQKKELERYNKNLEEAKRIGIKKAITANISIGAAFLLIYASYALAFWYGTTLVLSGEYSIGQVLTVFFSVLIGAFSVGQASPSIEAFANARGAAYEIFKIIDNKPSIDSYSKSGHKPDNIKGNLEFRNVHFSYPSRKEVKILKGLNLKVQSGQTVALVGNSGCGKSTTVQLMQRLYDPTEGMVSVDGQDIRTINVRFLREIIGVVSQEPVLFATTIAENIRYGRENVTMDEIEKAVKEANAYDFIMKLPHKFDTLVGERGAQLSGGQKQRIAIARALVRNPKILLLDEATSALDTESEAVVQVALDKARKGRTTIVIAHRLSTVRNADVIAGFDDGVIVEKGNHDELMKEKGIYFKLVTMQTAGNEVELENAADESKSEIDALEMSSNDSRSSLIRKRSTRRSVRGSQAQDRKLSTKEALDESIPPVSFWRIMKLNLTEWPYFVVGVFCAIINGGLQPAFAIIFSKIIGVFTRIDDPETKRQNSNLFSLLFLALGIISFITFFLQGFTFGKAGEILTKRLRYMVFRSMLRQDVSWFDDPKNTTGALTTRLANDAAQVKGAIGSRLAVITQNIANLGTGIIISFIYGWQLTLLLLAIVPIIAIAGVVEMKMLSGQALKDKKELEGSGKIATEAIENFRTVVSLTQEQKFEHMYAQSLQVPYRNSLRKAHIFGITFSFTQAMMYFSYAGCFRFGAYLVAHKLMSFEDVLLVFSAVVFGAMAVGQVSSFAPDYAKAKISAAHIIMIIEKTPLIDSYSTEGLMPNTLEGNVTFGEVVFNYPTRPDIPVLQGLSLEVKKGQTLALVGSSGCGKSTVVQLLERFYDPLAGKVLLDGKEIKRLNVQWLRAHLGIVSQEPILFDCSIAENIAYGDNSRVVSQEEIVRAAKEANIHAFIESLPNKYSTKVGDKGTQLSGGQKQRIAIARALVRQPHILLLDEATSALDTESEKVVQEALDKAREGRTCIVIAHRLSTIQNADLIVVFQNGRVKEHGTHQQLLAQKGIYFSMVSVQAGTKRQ
Bim-Bcl-W: disrupts Bim peptide binding to human Bcl-W; bead-based flow cytometry; inhibition, % at 10 µM; actives 0.02% (n = 190,000); AID 952;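 also: 0% = bound tracer without compound and 100% = peptide blocker; higher means less fluorescent Bim peptide bound to Bcl-W beads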
* marks the source's active call; other numbers are inactive results; ? = inconclusive. Rule as the data show it, unless noted: active = inhibition above about 40%.

Preview, 4 compounds:
SMILES	RGS4-Gao reg	Bim-Bfl-1	Avidin fluor	Bim-Bcl-2	RGS7-Gao reg	Bim-Bcl-B	GSH bead fluor	ABCG2 inh	Bcl-XL Bim block	ABCB1 inh	Bim-Bcl-W
CCC1C2CN(C(C)=O)CC=C2C(C#N)=C(N)C1(C#N)C#N (stereo unspecified)	97	0	14	-2	100	-2	25	1	0	0.1	0
CCC1(CC)N([O-])C(C)=C(c2ccccc2)[N+]1=O	96	-1	5	-5	99	-3	21	1	-1	0.4	-2
COc1ncnc2c1N[C@@](C)(O)c1c(F)c(F)c(F)c(F)c1S2	100	-7	10	-6	100	-5	49	1	-7	-0.8	0
CC1CCN(C(=O)Cn2nc(C(F)(F)F)c3c2CCCC3)CC1	101	-10	7	-6	100	-4	43	1	-5	0.4	1

The list itself, from the first entry:
SMILES	RGS4-Gao reg	Bim-Bfl-1	Avidin fluor	Bim-Bcl-2	RGS7-Gao reg	Bim-Bcl-B	GSH bead fluor	ABCG2 inh	Bcl-XL Bim block	ABCB1 inh	Bim-Bcl-W
CCC1C2CN(C(C)=O)CC=C2C(C#N)=C(N)C1(C#N)C#N (stereo unspecified)	97	0	14	-2	100	-2	25	1	0	0.1	0
CCC1(CC)N([O-])C(C)=C(c2ccccc2)[N+]1=O	96	-1	5	-5	99	-3	21	1	-1	0.4	-2
COc1ncnc2c1N[C@@](C)(O)c1c(F)c(F)c(F)c(F)c1S2	100	-7	10	-6	100	-5	49	1	-7	-0.8	0
CC1CCN(C(=O)Cn2nc(C(F)(F)F)c3c2CCCC3)CC1	101	-10	7	-6	100	-4	43	1	-5	0.4	1
O=C(COC(=O)CCCOc1ccc(Cl)cc1Cl)NCc1ccccc1	102	-3	25	-9	102	-8	11	21	-9	0.3	-5
COc1ccccc1-n1cnc2c(c1=O)c1nc3ccccc3nc1n2CCc1ccccc1	99	9	3	9	100	-8	18	45	3	7.5	10
CC(=O)n1cc([C@@H]2C=C(C(=O)O)O[C@H](OCc3ccc(CO)cc3)C2)c2ccccc21	97	-4	5	-3	98	-3	20	0	0	-0.1	0
Cc1cc2c(o1)CC(C)(C)CC2=O	101	-4	10	-4	?	0	10	0	-1	0.1	0
CCc1nc(SCC(=O)Nc2nnc(CC)s2)c2c(C)c(C)sc2n1	106	-7	16	-3	95	-4	31	1	-6	0.7	-4
C=CCn1c(COc2ccc3c(c2)CCCC3)nnc1SCC(=O)Nc1cccc(SC)c1	112	-1	4	-3	104	-4	4	2	-2	1.0	-2
CCOC(=O)CNc1ccc2c(c1)OCO2	91	5	5	9	85	3	14	5	7	1.3	1
CCn1c(O)c(C=C2N=c3ccccc3=N2)sc1=S	94	-4	12	-4	92	-6	15	-3	-4	-0.8	-2
Cc1cc(NC(=O)CSc2nc(-c3ccco3)cc(C(F)(F)F)n2)n(-c2ccccc2)n1	108	1	18	9	104	-9	21	3	-3	1.5	-4
CN(c1ccc(C(=O)NCCc2ccccc2)cc1)S(C)(=O)=O	102	-13	8	-10	100	-10	31	3	-10	0.6	0
CC(C)NCC(O)COCCOc1ccc(Br)cc1 (stereo unspecified)	90	0	3	0	89	-4	11	1	-4	0.3	-2
Cc1cccc(NC(=O)CC2SC(=NC3CCCCC3)NC2=O)c1 (stereo unspecified)	94	-10	4	-6	98	-9	34	1	-4	0.3	-1
CC12CCC(C(=O)N(NC(=O)c3ccccc3Cl)C1=O)C2(C)C (stereo unspecified)	104	2	2	5	103	2	7	0	4	0.5	2
CCN1C(=O)C2C(c3cccc(F)c3)NC(C)(C(=O)OC)C2C1=O (stereo unspecified)	101	0	3	0	101	0	14	2	-1	0.1	-1
CCOC(=O)c1cc2c(nc1C)-c1cc(Cl)cc(Cl)c1OC2O (stereo unspecified)	92	-6	12	-2	90	-4	13	4	-1	-0.1	-3
O=c1c2cc(-c3ccccc3)sc2ncn1/N=C/c1ccco1	97	1	4	0	97	1	18	0	-2	-0.3	1
CC(=O)Nc1ccc(S(=O)(=O)NCCC(=O)OCCN2C(=O)c3ccccc3C2=O)cc1	103	-6	40	-1	112	-1	10	5	0	0.8	1
O=C(Nc1nc2ccccc2s1)c1ccccc1	99	-4	7	-3	?	-2	15	2	-3	-0.1	-2
O=C(CN1C(=O)c2cccc3cccc1c23)Nc1ccc2c(c1)OCO2	94	-1	6	-4	95	-2	32	2	1	0.3	-1
C/C(CCc1ccc2c(c1)OCO2)=N\N=C1\NC(=O)CC(C(=O)Nc2ccccc2)S1 (stereo unspecified)	100	-1	35	-2	103	-5	22	0	0	0.0	-3
CCOc1ccc(OCC)c(S(=O)(=O)n2cc(C)nc2CC)c1	100	-6	9	-4	98	0	17	0	1	-0.1	1
CCc1nccn1S(=O)(=O)c1cc(C)c(OC)cc1C	102	-2	5	-1	103	0	17	3	-5	0.2	-3
CCOc1ccc(-c2[nH]nc3c2C(c2ccc(O)cc2)C(C#N)=C(N)O3)cc1 (stereo unspecified)	98	-13	15	-15	98	-8	30	3	-7	0.4	0
O=C(NCCOc1ccccc1)C1CCCN1C(=O)c1cccs1 (stereo unspecified)	103	-3	23	-3	100	-2	16	0	0	0.4	0
Cc1cc(C(F)(F)F)nc(NCc2cccnc2)n1	103	-2	37	-3	101	-1	10	1	-6	0.3	-1
CCOc1cc(C(=S)N2CCC(O)CC2)ccc1OS(=O)(=O)c1ccc(Br)cc1	100	4	14	0	100	-5	22	5	-5	1.5	-3
CCC(=O)NCCc1cc2ccc(C)cc2[nH]c1=O	99	-13	8	-10	97	-3	23	1	-3	0.2	0
CCCCC(CC)C(=O)NCc1ccc(F)cc1 (stereo unspecified)	97	-17	12	-5	88	-7	12	3	-8	0.4	-4
S=C(NCCSCc1ccc(Cl)cc1Cl)Nc1ccccc1	100	-22	11	-10	99	-11	23	20	-13	0.5	-4
COc1ccc(NC(=O)c2ccsc2NC(C)=O)cc1	100	-8	24	-1	102	-1	8	2	5	0.1	2
COc1cccc2c1OCC(CN1CCN(C3CCCCC3)C(CCO)C1)=C2 (stereo unspecified)	104	5	7	4	103	2	10	0	0	-0.2	0
CN(CCO)C1=CC(=O)CC(C)(C)C1	100	1	24	-18	101	-6	15	1	-5	0.9	-5
CC(=O)N1CCC(N(CCN2CCOCC2)C(=S)Nc2cccc(C)c2)CC1	95	0	2	0	95	-4	11	2	-4	0.4	-5
CN1CCN(S(=O)C23CC4CC(CC(C4)C2)C3)CC1 (stereo unspecified)	101	-7	25	-4	100	-10	14	1	-5	0.2	-3
O=C(Cc1ccc(F)cc1)N/N=C/c1ccncc1	100	-2	1	-1	100	-3	8	3	-3	0.6	-3
COc1ccc(C2CC(c3cccs3)=NN2C(=O)CSc2nc3c(cnn3-c3ccccc3)c(=O)[nH]2)cc1 (stereo unspecified)	113	0	3	3	103	-7	13	10	-6	3.2	0
COc1ccc(NC(=O)CN2CCC(C)CC2)c([N+](=O)[O-])c1	102	-14	28	-10	108	-14	33	12	-14	0.9	-2
O=C1CCCN1c1ccc(S(=O)(=O)Nc2ccc3c(c2)OCCO3)cc1	102	-8	8	-1	99	-6	8	1	-1	0.1	4
CCCCCCCC(=O)NN1CCOCC1	104	-10	6	-6	102	-8	24	5	-2	0.5	0
COc1ccc(OC)c(NC(=O)c2cnc(Nc3ccccc3OC)c3ccccc23)c1	104	0	5	2	102	-1	14	-3	0	0.2	0
Fc1ccccc1N1CCN(CC2CC3C=CC2C3)CC1 (stereo unspecified)	90	0	10	0	89	0	15	1	2	0.1	0
Cc1cccc(C)c1OCC(O)CNC(C)(C)C (stereo unspecified)	100	0	24	0	96	1	12	2	-1	0.3	0
CN1CCN(S(=O)(=O)c2ccc(-c3noc(C4CCN(S(C)(=O)=O)CC4)n3)cc2)CC1	108	3	14	0	105	0	9	3	-2	0.9	0
COC(=O)Cc1ccc(NC(=S)Nc2ccccn2)cc1	99	0	8	-3	101	-8	10	12	-1	0.4	-3
CCCc1nn(C)c(C(=O)Nc2ccc(C)c(C)c2)c1Cl	102	-6	13	-12	100	-8	18	1	-2	-0.6	0
Cc1ccc(Cn2cc(/C=N/NC(=O)Cc3nnc(NC(=O)c4ccc(C)cc4)s3)c3ccccc32)cc1	96	-1	7	6	94	7	11	-8	7	-1.1	0
Next part.
SMILES	RGS4-Gao reg	Bim-Bfl-1	Avidin fluor	Bim-Bcl-2	RGS7-Gao reg	Bim-Bcl-B	GSH bead fluor	ABCG2 inh	Bcl-XL Bim block	ABCB1 inh	Bim-Bcl-W
COc1ccc(C)cc1C(=O)CCC(=O)NC1CCCCC1	101	2	12	-2	102	0	11	0	-3	0.0	-4
Cc1ccc(C(=O)COC(=O)CCN2C(=O)C3C4CC(C(Br)C4Br)C3C2=O)cc1 (stereo unspecified)	101	0	14	-2	99	-5	6	9	-4	1.8	-2
CC1CCN(C(=O)c2cc3nc(C4CC4)cc(C(F)(F)F)n3n2)CC1	107	1	8	2	109	2	23	4	-4	0.7	5
COC(=O)c1cc(NS(=O)(=O)c2ccc(N3CCCCC3)c([N+](=O)[O-])c2)cc(C(=O)OC)c1	98	0	9	0	96	0	34	0	1	0.0	0
O=C(NN1CCCCC1)c1cccc(COc2ccc(Cl)cc2)c1	102	-2	3	2	101	-1	7	14	-1	1.7	-1
COc1ccc(NC(=O)COC(=O)Cc2c[nH]c3ccccc23)cc1OC	98	0	11	-1	97	0	11	6	2	0.6	0
COCCOC(=O)C1=C(C)NC(=O)NC1c1c(F)cccc1Cl (stereo unspecified)	100	-10	6	-7	102	-6	16	3	-3	0.5	0
Cc1cccc(-n2ncc3c(NCCCn4ccnc4)ncnc32)c1	110	-3	4	-3	103	-2	18	-1	-3	-1.4	-2
Cc1ccccc1-c1nc(CS(=O)(=O)CC(=O)NCc2ccccc2)c(C)o1	103	2	3	0	104	0	25	0	4	0.0	0
CCOc1ccccc1CN1CCN(Cc2ccc(C)o2)C(CCO)C1 (stereo unspecified)	100	-2	10	-1	97	-4	16	-4	-2	-2.2	-1
CC1(C)Cc2c(C#N)c(SCC(=O)c3ccccc3)nc(N3CCOCC3)c2CO1	102	-13	10	-14	108	-16	27	14	-10	1.9	-5
O=C(NCc1ccco1)c1cc(-c2cccs2)nc2ccccc12	103	2	3	0	103	-7	8	-5	-6	-0.6	-3
O=C(NCCNc1ccc([N+](=O)[O-])cc1)c1ccco1	104	0	9	-4	103	0	20	13	-3	3.0	-4
COc1ccc(C(=O)C2CCCN(C3Cc4ccccc4C3)C2)c(OC)c1 (stereo unspecified)	102	-4	13	0	108	0	12	2	-2	1.6	0
COCCNC(=O)CN1CCC(NC(=O)Nc2ccccc2)CC1	112	-2	3	0	112	-4	47	0	1	0.0	-4
O=C(NC1CCCCC1)c1ccc(S(=O)(=O)NCc2cccnc2)cc1	104	-1	10	0	103	1	6	2	0	0.2	-1
CCOC(=O)Cc1csc(NC(=S)NC(=O)c2ccccc2Br)n1	103	0	2	-2	102	-3	7	-4	-5	-0.6	-3
